LDHA block: qHTS assay for inhibitors of human lactate dehydrogenase | purified LDHA, NADH/diaphorase-resazurin fluorescence; hits give low values | activity change, % (values are at about 110 or 230 µM) | actives 0.15% (n = 480,000); in the data active = activity change below about -30%; inconclusive = mostly about -25% to -30%;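 also: plate controls were DMSO wells for no effect and wells without enzyme for full effect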
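Human LDH5 at 2 nM final in Tris HCl pH 7.4 with 0.06 mM NADH and 0.2 mM pyruvate, reacted 5 minutes at room temperature. Remaining NADH coupled via diaphorase/resazurin; resorufin fluorescence read at 0 and 20 minutes, normalized to enzyme-free and DMSO wells.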
USP1-UAF1 inh: Inhibitors of USP1/UAF1: Primary Screen. actives 0.23% (n = 390,000). Ubiquitin carboxyl-terminal hydrolase 1 (Homo sapiens), O94782. AID 743255, 2014. Potency, µM (titrated, usually from 57.1 µM), without a hit: at the highest dose activity change, negative = inhibition, usual class: inhibitors. recombinant USP1/UAF1, Ub-Rhodamine cleavage fluorescence; also: potency is read from the fitted curve at half-maximal effect; % is scaled to controls: 0 for no effect and ±100 for the full control effect; nearly all actives have a fitted effect of over 60% in size; inactives centre near -12
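USP1/UAF1 complex at 1 nM was preincubated with compound for 15 min at room temperature, then Ub-Rho substrate (150nM final) was added. Fluorescence (480/540 nm) was read kinetically, 6 reads every 60 seconds.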
PI4K2A inh: qHTS for small molecular inhibitors of PI4K2A; Phosphatidylinositol 4-kinase type 2-alpha (Homo sapiens), Q9BTU6; purified PI4K2A, ADP-Glo luminescence, 1 h; hits give low values; activity change, negative = inhibition, % at 76.9 µM; actives 0.13% (n = 420,000); in the data active = activity change below about -50%; inconclusive = mostly about -30% to -49%;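 also: -100% = wells without enzyme as full effect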
Target sequence (Q9BTU6 whole entry, looked up): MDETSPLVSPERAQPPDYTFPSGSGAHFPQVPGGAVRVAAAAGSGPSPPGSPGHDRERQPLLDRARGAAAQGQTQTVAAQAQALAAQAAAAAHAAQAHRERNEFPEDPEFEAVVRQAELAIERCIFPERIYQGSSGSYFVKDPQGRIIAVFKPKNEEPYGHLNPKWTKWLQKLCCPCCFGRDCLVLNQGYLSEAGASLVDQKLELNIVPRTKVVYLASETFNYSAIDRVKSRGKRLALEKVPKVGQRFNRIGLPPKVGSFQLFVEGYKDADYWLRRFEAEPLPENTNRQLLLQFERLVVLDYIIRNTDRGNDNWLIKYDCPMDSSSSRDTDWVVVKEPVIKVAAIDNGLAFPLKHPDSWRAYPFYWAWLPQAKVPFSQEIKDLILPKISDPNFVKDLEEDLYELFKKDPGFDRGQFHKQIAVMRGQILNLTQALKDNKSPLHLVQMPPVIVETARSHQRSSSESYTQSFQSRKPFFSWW
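Compounds are screened against recombinant PI4K2A using PI as substrate and ATP, the latter dispensed at 300 microM. Reactions run one hour at ambient temperature before ADP-Glo detection; full inhibition defined by wells lacking enzyme.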
Vif-APOBEC3G blk: qHTS for Inhibitors of Vif-A3G Interactions: qHTS; DNA dC->dU-editing enzyme APOBEC-3G (Homo sapiens), Q9HC16; HeLa A3G-eYFP + Vif (tagged APOBEC3G with the HIV-1 protein that degrades it), YFP fluorescence, overnight; Potency, µM (series often up to 46.1 µM), without a hit: at the top dose activity, negative = active, usual class: inhibitors; actives 0.076% (n = 410,000);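 also: potency is read from the fitted curve at half-maximal effect; % is scaled to controls: 0 for no effect and ±100 for the full control effect; nearly all actives have a fitted effect of over 60% in size; hits raise eYFP signal because A3G escapes Vif-driven loss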
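Read-out is eYFP fluorescence (Ex 488/Em 500-530) from Vif-expressing HeLa A3G-eYFP cells; more signal means A3G escaped Vif-mediated degradation. Cells plated overnight, compound pinned in, incubated overnight at 37 deg C.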
IDH1 R132H inh: qHTS for Inhibitors of mutant isocitrate dehydrogenase 1 (IDH1): qHTS | AID 602179, 2012 | Isocitrate dehydrogenase [NADP] cytoplasmic (Homo sapiens), O75874 | IDH1-R132H enzyme, NADPH consumption, diaphorase/resazurin fluorescence | actives 0.093% (n = 390,000) | Potency, µM (titrated, usually from 76.6 µM), for the others: top-dose activity change, negative = inhibition, usual class: inhibitors; also: potency is read from the fitted curve at half-maximal effect; % is scaled to controls: 0 for no effect and ±100 for the full control effect; nearly all actives have a fitted effect of over 65% in size
Target sequence (O75874 whole entry R132H, stated change not applied): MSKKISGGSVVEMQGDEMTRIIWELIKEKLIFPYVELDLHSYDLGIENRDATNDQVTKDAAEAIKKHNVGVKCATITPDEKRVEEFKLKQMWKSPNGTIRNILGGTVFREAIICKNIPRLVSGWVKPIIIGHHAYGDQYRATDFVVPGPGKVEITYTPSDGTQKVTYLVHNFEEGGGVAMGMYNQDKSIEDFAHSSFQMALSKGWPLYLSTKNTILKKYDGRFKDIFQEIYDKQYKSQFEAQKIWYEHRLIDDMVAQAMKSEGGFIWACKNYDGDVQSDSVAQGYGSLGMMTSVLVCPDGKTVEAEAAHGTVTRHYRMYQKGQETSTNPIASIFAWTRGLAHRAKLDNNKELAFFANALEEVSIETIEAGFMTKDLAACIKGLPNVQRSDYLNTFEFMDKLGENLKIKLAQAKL
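IDH1-R132H (0.5 ug/mL dispensed) in pH 7.5 Tris buffer was preincubated 30 min with compound, then given a substrate mix of 0.016 mM NADPH and 2 mM alpha-KG for 80 min at room temperature; remaining NADPH was read by diaphorase/resazurin fluorescence.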
Vif-A3F inh: qHTS for Inhibitors of Vif-A3F Interactions: qHTS | AID 602313, 2012 | HeLa A3F-eYFP + Vif (tagged APOBEC3F with the HIV-1 protein that degrades it), YFP fluorescence increase | Potency, µM (doses to about 46.1 µM), inactives show at the top dose activity, negative = active | actives 0.2% (n = 390,000); also: potency is read from the fitted curve at half-maximal effect; % of control where 0% means no effect; nearly all actives have a fitted effect of over 65% in size
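HeLa cells stably expressing Vif plus C-terminally eYFP-tagged A3F were seeded, incubated overnight at 37 deg C, dosed with compound, incubated overnight again at 37 deg C. Yellow fluorescence (Ex 488/Em 500-530) reported blocked Vif-mediated A3F-eYFP degradation.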
TrxR1 substrate: qHTS Assay for Substrates of Mammalian Selenoprotein Thioredoxin Reductase 1 (TrxR1): qHTS. Thioredoxin reductase 1, cytoplasmic (Rattus norvegicus), O89049. purified TrxR1 substrate turnover, NADPH consumption readout. Potency, µM (highest dose often 114 µM), for the others: at the highest dose activity change, negative = substrate turnover. actives 0.01% (n = 390,000); also: potency is read from the fitted curve at half-maximal effect; % is scaled to controls: 0 for no effect and ±100 for the full control effect; nearly all actives have a fitted effect of over 50% in size
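Rat TrxR1, dispensed at 90 nM, was prereduced with 400 uM NADPH (final) for 5 min at ~22 deg C, then incubated with compound 15 min before 400 uM selenite. A first-read NADPH fluorescence drop versus no-compound background flagged substrates.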
RXFP1 ag: qHTS Assay for Agonists of the Relaxin Receptor RXFP1. Relaxin receptor 1 (Homo sapiens), Q9HBX9. HEK293T-RXFP1 cAMP TR-FRET, 30 min; response scale: percent of porcine relaxin response, buffer zero. Potency, µM (titrated, usually from 57.5 µM), without a hit: at the top dose activation, most hits filed as activators. actives 0.3% (n = 370,000); also: potency is read from the fitted curve at half-maximal effect; % is scaled to controls: 0 for no effect and ±100 for the full control effect; nearly all actives have a fitted effect of over 60% in size; many of its hits are not listed in these tables
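HEK293 cells stably expressing RXFP1, treated 30 min at 37C with compounds plus PDE4 inhibitor Ro 20174; cAMP measured by HTRF TR-FRET. Normalized to buffer and 29 nM porcine relaxin; EC50 by Hill fit.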
GRP78 ERSR act: qHTS for Inducers of the Endoplasmic Reticulum Stress Response (ERSR) in Human Glioma: qHTS. U87-MG GRP78 promoter luciferase reporter, 16 h. Potency, µM, for the others: at the top dose activation, most hits filed as activators. actives 0.02% (n = 420,000); also: potency is read from the fitted curve at half-maximal effect; series mostly up to about 76 µM; % of control where 0% means no effect; nearly all actives have a fitted effect of over 35% in size
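Stably transfected U87-MG glioma cells carrying a GRP78-based luciferase sensor; 16 h compound incubation. Luminescence end-point read 10 min after Bright-Glo addition at room temperature.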
* hit, by the source's call; ? = inconclusive; / = not tested or not shown; & = joins results of further samples; [ ] = another dose, or the depositor's remark. Unless noted, calls follow the shape of the dose curve; as a rule, active = well fitted curve in the direction sought with a large enough effect; inconclusive = small, poorly fitted or top-dose-only effect, or another doubt; inactive = no such curve, though single readings can be large; an effect the other way counts as inactive or inconclusive.

Structure,LDHA block,USP1-UAF1 inh,PI4K2A inh,Vif-APOBEC3G blk,IDH1 R132H inh,Vif-A3F inh,TrxR1 substrate,RXFP1 ag,GRP78 ERSR act
Cc1ccc(S(=O)(=O)NC2CCCCC2)c2nsnc12,-1,-15%,1,-1%,9%,-5%,-9%,-0.6%,-1%
COc1ccc2nc3ccccc3nc2c1NC(=O)c1ccc(Br)cc1,7,-18%,-4,?,-2%,6.3µM*,-2%,-0.2%,-4%
CCCC(=O)NC(c1ccccc1OC)c1ccc2cccnc2c1O (centres undefined),16,-5%,4,-18%,2%,?,-6%,0.8%,-1%
COc1ccc(CC(CC(=O)O)C(=O)Nc2ccccc2)cc1 (centres undefined),-7,0%,8,-5%,3%,2%,3%,-0.3%,-4%
Cc1ccc(NC(=O)C2COc3ccccc3O2)cc1S(=O)(=O)N1CCOCC1 (centres undefined),1,-11%,3,2%,1%,-1%,-4%,1.8%,3%
CCc1ccccc1NC(=O)Cn1c(=O)n(Cc2ccco2)c(=O)c2sc3ccccc3c21,-9,-2%,0,6%,-8%,0%,0%,11%,-2%
CN(C)S(=O)(=O)c1cccc(NC(=O)CSc2nncn2C)c1,1,-5%,-6,-2%,1%,8%,3%,?,-2%
COc1ccc(-c2nnc(SCCC(=O)O)n2-c2ccccc2)cc1OC,-8,-23%,4,1%,4%,-1%,10%,1.3%,-1%
Clc1cccc(-c2cc3nc4c(c(N5CCOCC5)n3n2)CCCC4)c1,4,-22%,3,1%,-2%,-8%,14%,-1.8%,3%
COC(=O)C1=C(C)N(C)C(=O)NC1c1cc(Cl)c(O)c(OC)c1 (centres undefined),1,-11%,-4,2%,2%,0%,6%,0.0%,-3%
O=C(NCCCN1CCOCC1)c1ccc(Cl)s1,-4,0%,-2,0%,1%,-22%,5%,-1.5%,2%
CCOc1cc(C2c3c(-c4ccccc4O)n[nH]c3C(=O)N2Cc2cccnc2)ccc1O (centres undefined),3,-6%,-4,-16%,7%,3%,1%,3.8%,5%
Cc1cccc(OCC(=O)N/N=C/c2ccc(N(C)C)cc2)c1,-10,-22%,-1,-11%,-1%,0%,46%[activator],-0.6%,5%
COc1ccc(C2=NN(CN3C(=O)C(=O)c4ccccc43)C(c3ccc(Br)cc3)C2)cc1 (centres undefined),-3&-2,-1%,5,2%,4%,-4%,8%,-0.3%,11%
O=C(NCc1ccccc1)c1ccc(CSc2nc3cccnc3n2Cc2ccccc2)cc1,-6,-14%,-1,1%,15%,4%,5%,-0.4%,-1%
CCOC(=O)C(Cc1cc(C(C)=O)ccc1OC(C)C)C(=O)OCC,-4,-2%,0,-1%,1%,-9%,-8%,2.0%,-2%
CCN1CCN(C(=O)c2ccccc2N(Cc2ccccc2)S(C)(=O)=O)CC1,-4,-10%,5,1%,8%,2%,2%,-0.5%,0%
CCOC(=O)c1cc(=O)n(-c2ccc(Cl)cc2C)[nH]1,-4,-3%,0,-1%,1%,-8%,0%,0.3%,-2%
CCOc1ccc(S(=O)(=O)N2CCCCC2)cc1NS(=O)(=O)c1cccs1,-4,-22%,-9,3%,3%,-14%,4%,0.9%,-3%
COCCNC(=O)CCC1CCN(Cc2cccc(Oc3ccccc3)c2)CC1,-4,6%,-2,2%,1%,1%,5%[57.1 µM],1.9%,-6%
CCOC(=O)N1CCN(c2cc(=O)n(-c3ccc(C)cc3)c(=O)[nH]2)CC1,-13,-8%,3,1%,7%,-11%,9%[57.1 µM],1.8%,-3%
Cc1ccc(-c2cc(-c3ccc4c(c3)NC(=O)CO4)nc3c2COc2ccc(C)cc2-3)cc1,1,-21%,1,0%,-3%,-13%,8%,9.0%,-2%
CCOC(=O)c1c(-c2ccccc2)oc2ccc(OCC(N)=O)cc12,-2,-17%,-2,-1%,16%,5%,56%[activator],6.8%,4%
CN(C1=C(N2CCOCC2)C(=O)c2ccccc2C1=O)c1ccccc1,31,-25%,-9,2%,1%,-3%,1%,-1.4%,-3%

Further results follow.
smiles	LDHA block	USP1-UAF1 inh	PI4K2A inh	Vif-APOBEC3G blk	IDH1 R132H inh	Vif-A3F inh	TrxR1 substrate	RXFP1 ag	GRP78 ERSR act
CS(=O)(=O)N1CCC(C(=O)NCc2ccccc2)CC1	-5	-3%	-10	1%	5%	-19%	-1%[57.1 µM]	0.1%	2%
CCCCN(Cc1ccccc1)C(=O)C1CCC(=O)N(CCc2ccccn2)C1 (centres undefined)	-1	-18%	-2	-12%	0%	1%	1%	-0.8%	0%
O=C(CN1CCC(NC(=O)c2ccco2)CC1)Nc1cccc2ccccc12	4	-6%	-4	-4%	2%	5%	12%	1.9%	0%
Cc1ccc(C)c(-n2cc(CN3CCNC(=O)CC3)c(-c3ccccc3)n2)c1	-6	-8%	-1	1%	-6%	8%	-3%[57.1 µM]	-5.9%	-5%
CCN1C(=O)[C@H]2[C@@H](c3ccc(OC)cc3)N3C(=O)CN(CCOC)C(=O)[C@@]3(Cc3ccccc3)[C@H]2C1=O	2	?	3	-2%	-10%	0%	5%[57.1 µM]	0.4%	-4%
O=C(Nc1ccc(Oc2cccnc2)cc1)C1CCN(Cc2ccccc2)CC1	-2	-11%	0	2%	3%	-15%	-4%	-1.4%	-4%
COc1cccc(CNc2ccc3c(c2)ncn3C(C)C)c1OC	9	-17%	0	3%	2%	0%	13%	-0.2%	-2%
Cc1cc(NC(=O)CCC(=O)N(Cc2ccco2)C2(C(=O)NC3CCCC3)CCC(C)CC2)no1 (centres undefined)	4	-14%	1	1%	5%	9%	-8%[57.1 µM]	1.4%	-5%
CN(CC(=O)Nc1c(Cl)cccc1Cl)C(=O)C1CCN(C(=O)Nc2ccccc2)CC1	-3	-19%	3	1%	5%	4%	-13%	-0.1%	-5%
COc1ccc(N2CCN(CCCNC(=O)c3ccc4nc(CCc5ccccc5)oc4c3)CC2)cc1	6	-11%	8	8%	11%	-11%	7%[57.1 µM]	2.0%	0%
Cc1ccc(OCC(=O)N2CCN(c3nnc(-c4ccccc4)c4ccccc34)CC2)cc1	5	-4%	-4	-2%	-2%	-1%	-1%	0.8%	-4%
O=C1C(=Cc2ccc(F)cc2)Cc2ccccc21	-4	/	-9	-5%	/	/	/	/	6%
O=C(CSc1nnc(NC(=O)Cc2ccccc2)s1)NCC1CCCO1 (centres undefined)	-6	-17%	2	0%	7%	10%	-9%	2.1%	1%
CCOc1ccc(C(C)=O)cc1CN1C(=O)NC2(CCCCCCC2)C1=O	0	-4%	0	-4%	3%	1%	-6%	0.8%	-7%
O=C(NC1CCCCC1)c1ccc2ccccc2c1O	4	-23%	-2	-2%	-3%	-1%	/	/	9%

Complete entries as entered above. Order of screens: LDHA block, USP1-UAF1 inh, PI4K2A inh, Vif-APOBEC3G blk, IDH1 R132H inh, Vif-A3F inh, TrxR1 substrate, RXFP1 ag, GRP78 ERSR act
Shown for O=C(CSc1nnc(NC(=O)Cc2ccccc2)s1)NCC1CCCO1 (centres undefined) → -6, -17%, 2, 0%, 7%, 10%, -9%, 2.1%, 1%
Shown for O=C1C(=Cc2ccc(F)cc2)Cc2ccccc21 → -4, /, -9, -5%, /, /, /, /, 6%
Shown for CCCCN(Cc1ccccc1)C(=O)C1CCC(=O)N(CCc2ccccn2)C1 (centres undefined) → -1, -18%, -2, -12%, 0%, 1%, 1%, -0.8%, 0%
Shown for CCOc1ccc(C(C)=O)cc1CN1C(=O)NC2(CCCCCCC2)C1=O → 0, -4%, 0, -4%, 3%, 1%, -6%, 0.8%, -7%
Shown for COc1ccc(N2CCN(CCCNC(=O)c3ccc4nc(CCc5ccccc5)oc4c3)CC2)cc1 → 6, -11%, 8, 8%, 11%, -11%, 7%[57.1 µM], 2.0%, 0%

Source: PubChem (National Center for Advancing Translational Sciences (NCATS))

A portion of the library (hit frequency here may not be typical).
